CCR6 antagonist: CCR6 receptor antagonists, primary screen, cell-based, CHO-K1, luminescence, beta-arrestin, uHTS | 0.49% of 340,000 active | inhibition, % at 20 µM | CHO-K1 CCR6 PathHunter beta-arrestin, CCL20-stimulated;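 active means compounds whose inhibition of the agonist-driven luminescence signal at 20 µM reaches about 50%, limit read from the data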;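 further: cells stimulated with CCL20 at 14 nM final; plate controls were DMSO with CCL20 for no effect and DMSO without agonist for full effect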
UPR XBP1 act: activators of adaptive XBP1 UPR arm, primary screen, cell-based, CHO-XBP1 luciferase reporter, luminescence, uHTS. IRE1-XBP1 UPR activation; percent of tunicamycin response, DMSO as zero. activation, % at 20 µM. 0.33% of 330,000 active;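 active means versus positive control, 20 µM dose yields 30% or more activation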;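 further: 100% = tunicamycin at 10 µg/mL and 0% = DMSO only wells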
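Assay system: CHO-XBP1 luciferase reporter cells; Schedule: 6 h treatment, 37 °C; Detection: glow luminescence from Steady-Glo reagent; Benchmarks: high control tunicamycin 10 µg/mL final, low control DMSO vehicle only.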
Mdm2-MdmX inh: inhibitors of human Mdm2-MdmX association, primary screen, cell-based, luminescence, split luciferase, SaOS-2, uHTS | SaOS-2 split-luciferase Mdm2/MdmX complementation | inhibition, % at 8 µM | 3% of 330,000 active | AID 485346, 2010;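 active means inhibition of at least 50% at 8 µM in the primary screen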
UPR CHOP act: activators of apoptotic CHOP UPR arm, primary screen, cell-based, CHO-CHOP luciferase reporter, luminescence, uHTS | AID 449763, 2010 | UPR activation; percent of tunicamycin response over DMSO baseline | activation, % at 10 µM | 0.34% of 330,000 active;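 active means at 10 µM dose, activation of 40% or more, normalized to positive control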;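 further: 100% = tunicamycin at 10 µg/mL and 0% = DMSO alone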
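Dosing – one dose, 10 µM in 0.5% DMSO · System – CHO-CHOP cells, stable luciferase reporter of PERK-eIF2a-CHOP signalling · Input – 500 cells/well · Control set – tunicamycin 10 µg/mL final as positive, DMSO-only wells as negative · Timing – 6 h compound treatment, 37 °C · Measure – % activation vs tunicamycin · Technique – luminescence read with Steady-Glo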
tim23-1 inh: growth inhibitors of tim23-1 mutant yeast, primary screen, luminescence, uHTS; inhibition, % at 20 µM; S. cerevisiae tim23-1 growth, BacTiter-Glo luminescence, 24 h; 1.3% of 330,000 active; AID 463212, 2010;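 active means growth inhibition of the mutant yeast at or above 50%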;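 further: temperature-sensitive mutant grown at 25 °C; plate controls were DMSO-treated mutant yeast for no effect and medium wells lacking yeast for full effect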
CXCR6 inh: CXCR6 receptor inhibitors, primary screen, cell-based, beta-arrestin, luminescence, CHO-K1 PathHunter, 1536-well; C-X-C chemokine receptor type 6 (Homo sapiens), O00574; inhibition, % at 20 µM; 0.36% of 360,000 active; AID 602244, 2012; in the data active means inhibition above about 34%, passing the limit was not always enough;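 further: antagonist mode with CXCL16 agonist at 10 nM final; 0% = 10 nM CXCL16 with DMSO and 100% = unstimulated wells without agonist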
APJ agonist: agonists of human apelin receptor APJ, primary screen, CHO-K1 cells, PathHunter beta-arrestin, luminescence. P35414. 0% DMSO wells, 100% apelin. activation, % at 20 µM. 0.11% of 330,000 active;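 active means activation more than six SD over the plate average, tested at 20 µM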;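 further: 0% = DMSO alone and 100% = apelin-13 at 10 nM; some results filed as inactive read as strong as hits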
Target sequence (P35414 whole entry, looked up): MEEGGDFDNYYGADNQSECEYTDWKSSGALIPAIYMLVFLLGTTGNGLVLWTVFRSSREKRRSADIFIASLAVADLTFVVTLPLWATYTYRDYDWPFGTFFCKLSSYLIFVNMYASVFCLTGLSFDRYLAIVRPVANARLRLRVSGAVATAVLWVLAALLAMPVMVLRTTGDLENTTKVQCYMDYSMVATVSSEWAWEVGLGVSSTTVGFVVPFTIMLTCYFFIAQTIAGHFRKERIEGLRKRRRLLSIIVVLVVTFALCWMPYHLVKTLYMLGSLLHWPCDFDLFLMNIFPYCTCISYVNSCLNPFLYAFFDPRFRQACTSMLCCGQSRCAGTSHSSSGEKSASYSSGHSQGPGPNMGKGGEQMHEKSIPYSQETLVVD
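Material: CHO-K1 APJ beta-arrestin complementation cell line; Input: cell density 1000 per well; Incubation: compound stimulation 90 min at 25 °C, detection 60 min; Signal: luminescence from split beta-galactosidase complementation, Galacton Star/Emerald II substrate; Controls: DMSO-only wells as negative, 10 nM Apelin-13 as positive control.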
APJ antag: antagonists of human apelin receptor APJ, primary screen, CHO-K1 cells, beta-arrestin complementation, luminescence; P35414; inhibition, % at 20 µM; 0.32% of 330,000 active; AID 2521, 2010;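 active means inhibition above about 40% at 20 µM, limit read from the data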;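 further: cells challenged with 10 nM apelin-13 agonist together with compound; plate controls were apelin-13 plus DMSO wells for no effect and DMSO wells lacking apelin-13 for full effect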
EBI2 antag: EBI2 receptor antagonists, beta-arrestin recruitment, primary screen, cell-based, luminescence, 7a,25-OHC stimulation, uHTS; G-protein coupled receptor 183 (Homo sapiens), P32249; 7a,25-OHC stimulated; inhibition, % at 5 µM; 0.81% of 360,000 active; in the data active means inhibition above about 38%;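 further: enzyme fragment complementation signal reports receptor beta-arrestin coupling in cells; 0% = agonist plus DMSO wells and 100% = wells without agonist; some results beyond the cut were filed as inactive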
Target sequence (P32249 whole entry, looked up, the tested form may be a part): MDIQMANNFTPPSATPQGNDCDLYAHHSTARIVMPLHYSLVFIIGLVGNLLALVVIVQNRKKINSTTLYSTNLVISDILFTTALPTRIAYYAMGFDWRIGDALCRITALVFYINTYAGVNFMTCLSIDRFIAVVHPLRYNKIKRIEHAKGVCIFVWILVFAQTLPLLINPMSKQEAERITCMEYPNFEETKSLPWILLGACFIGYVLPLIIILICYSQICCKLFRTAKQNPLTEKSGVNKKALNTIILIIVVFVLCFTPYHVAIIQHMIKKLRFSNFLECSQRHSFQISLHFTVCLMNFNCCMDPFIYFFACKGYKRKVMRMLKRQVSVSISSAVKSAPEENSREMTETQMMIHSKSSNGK
* marks the source's active call; other numbers are inactive results; · = not tested or not shown.

SMILES	CCR6 antagonist	UPR XBP1 act	Mdm2-MdmX inh	UPR CHOP act	tim23-1 inh	CXCR6 inh	APJ agonist	APJ antag	EBI2 antag
Cc1ccc2c(c1)nnn2C1CCN(CC(=O)N2c3ccccc3CC2C)CC1 (stereo not given)	1	-4	15	0.8	15	-1	0	10	-2
O=C(Cn1c(=O)n(Cc2ccco2)c(=O)c2c3c(sc21)CCCC3)Nc1ccccc1	-4	-3	20	-0.2	22	-4	-3	4	9
COc1ccc(Cn2cc(C(=O)c3ccccc3)c(=O)c3cc(OC)ccc32)cc1	4	-2	-9	-1.0	23	-1	-1	15	-3
COC(=O)c1sccc1NC(=O)CSc1ccccc1NC(=O)CNC(C)C	2	-2	9	-0.1	9	0	-4	-3	2
O=C(NN1C(=O)c2ccc(-c3ccc4c(c3)C(=O)N(NC(=O)c3cccnc3)C4=O)cc2C1=O)c1cccnc1	24	2	18	0.3	2	3	1	4	8
CC(=O)c1ccc(OC2OCCOC2Oc2ccc(C(C)=O)cc2)cc1 (stereo not given)	0	0	12	1.6	6	-12	-3	4	-1
CCn1c(SCc2ccc(C(=O)OC)o2)nnc1-c1c[nH]c2ccccc12	15	0	9	-1.2	6	5	-8	5	-2
C=CCC[C@@H](Cc1ccc(F)cc1)C(=O)OC[C@@H](Cc1ccccc1)NC(=O)[C@@H](CC=C)CC(=O)N[C@@H](CO)Cc1ccccc1	-1	2	28	1.0	9	8	0	2	11
Cc1ccccc1CN1[C@@H](CC2CCCCC2)COCCS1(=O)=O	6	3	-5	2.9	40	-6	-2	19	15
O=C1Nc2ccc(Cl)cc2[C@@](C#CC2CC2)(C(F)(F)F)O1	·	-5	31	-0.3	47	·	3	1	·
Cc1ccc(SC[C@H](CC(C)C)N2CCN(CCc3ccccc3)CCC2=O)cc1	21	-1	7	2.0	30	6	-2	14	14
COc1ccc(Cl)cc1NC(=O)NC(C)C(C)(C)C (stereo not given)	3	-1	-22	-2.0	19	7	-2	5	-3
CCOC(=O)Cc1nn(Cc2nc(-c3ccc(C)cc3)cs2)c(=O)c2ccccc12	11	0	-2	1.2	1	-5	-3	7	1
CC(Oc1cccnc1[N+](=O)[O-])C(=O)Nc1cccc(Cl)c1 (stereo not given)	8	-1	13	1.9	30	3	-1	-17	1
Cc1cc(OCCn2cc(/C(N)=N/O)c3ccccc32)ccc1Cl	-15	6	16	3.0	2	-10	5	-11	2
N#C/C(=C\c1c[nH]c2ccccc12)C(=O)NC1CCCC1	1	0	-12	7.0	59*	-4	-1	-12	-4
O=C(Nc1ccccc1)C1CCCN1C(=O)Nc1ccccc1[N+](=O)[O-] (stereo not given)	-2	1	-31	-0.5	21	-20	-5	-8	-5
c1cc[n+](CCCC[n+]2ccccc2)cc1	15	-1	4	2.1	4	2	-1	-28	-4
Cc1ccc(-n2[nH]c(=O)c3cccnc32)cc1	-5	2	-16	1.9	10	2	2	-5	-8
COCCCn1c(=O)c2ccccc2n(Cc2ccc(C)cc2)c1=O	-2	0	-50	-0.3	27	4	0	3	22
O=C(Nc1cc(C(F)(F)F)ccc1N1CCCCC1)c1ccc(Br)o1	26	1	14	1.3	-2	10	-4	17	28
O=C(CSc1n[nH]c(-c2cccs2)n1)N1CCCC1	9	6	24	1.7	-9	-4	-3	9	4
Cc1ccnc(N2CCC(C(=O)Nc3cccc(C(F)(F)F)c3)CC2)n1	-1	1	8	-1.0	47	2	-4	5	0
C=CCn1c(SCC(=O)N2CCCCC2)nnc1-c1ccncc1	-2	-2	19	-0.9	-3	6	0	0	-13
Cc1ccc2c(=O)n3c(nc2c1)C(Cc1ccccc1)NC(=O)c1ccc(Cl)cc1-3 (stereo not given)	·	0	10	0.6	13	·	-3	5	·
O=C(CN1C(=O)NC2(CCCc3ccccc32)C1=O)NCc1cccs1 (stereo not given)	-2	0	-11	0.2	17	-5	0	0	0
COc1ccc(NC(=O)c2ccc3ccccc3c2)cc1NS(=O)(=O)c1ccc(F)cc1	18	-1	22	-1.8	1	-5	0	-10	16
CCN(c1ccccc1)S(=O)(=O)c1cccc(C(=O)N(C)CCOc2ccccc2)c1	20	-2	14	1.1	-1	2	0	-1	11
CCNC(=S)NNC(=S)NCc1ccccc1	11	1	-8	0.2	-2	12	-5	22	3
O=C1CCN(C(=O)Nc2ccccc2Cl)N1	-3	2	6	-3.8	-2	7	0	9	-9
CCC(CO)NC1=CC(=O)CCC1 (stereo not given)	-2	1	-17	-2.2	7	-4	-3	-19	-1
Fc1ccc(C(CCNCc2cccs2)c2ccco2)cc1 (stereo not given)	8	0	22	0.2	2	1	-6	-2	-2
COc1cccc(-n2nnnc2SCC(=O)Nc2cccc(NC(C)=O)c2)c1	6	-1	15	-0.5	1	3	-4	9	-4
C#Cc1ccc([C@H]2C=C(C(=O)O)O[C@@H](OCCCCO)C2)cc1	0	1	-28	4.0	13	0	5	17	9
Cc1noc(C)c1COc1ccccc1C(=O)N1CCN(S(=O)(=O)c2cccc([N+](=O)[O-])c2)CC1	-4	0	15	1.4	-1	-14	0	-7	-10
CN(C(=O)c1cccc(NC(=O)C2CCN(C(=O)OC(C)(C)C)CC2)c1)C1CCCCC1	16	-1	27	-0.7	4	-2	-2	5	-4
Cc1ccc(C(=O)NNC(=O)c2cccc(S(=O)(=O)N3CCOCC3)c2)cc1	-1	5	-28	0.4	13	-1	1	11	-7
Cc1ccccc1N1CCN(C2CCCN(C(=O)c3cc[n+]([O-])cc3)C2)CC1 (stereo not given)	1	0	18	1.8	-5	0	4	-1	4
COC(=O)[C@H](Cc1ccc(O)cc1)NC(=O)Cn1cnc(C(=O)Nc2ccc(C)c(C)c2)n1	20	5	18	1.4	33	-1	·	·	6
Cc1cccn2c(=O)c3cc(C(=O)NC4CCCC4)sc3nc12	-1	4	-13	2.9	48	14	13	-2	7
O=C(NCC(=O)N(c1ccc(Cl)cc1)C(C(=O)NC1CCCC1)c1cccnc1)c1ccco1 (stereo not given)	8	-2	17	-0.1	2	-1	-3	14	-4
CC1=NN(c2ccccc2)C(=O)/C1=C/C=C/c1ccccc1	11	1	65*	5.0	48	4	-3	0	-2
CC1=NC2(CCCc3c2no[n+]3[O-])N(O)C1(C)C (stereo not given)	-8	0	13	-1.0	-7	-4	-2	8	-4
O=C(NNC(=O)c1ccccc1Cl)c1ccccc1Cl	10	1	6	0.2	9	-9	-1	4	5
CC(=O)c1ccc(OCCCC(=O)NCCc2ccccc2)cc1	5	-6	-13	1.0	-4	2	0	14	-3
CCOC(=O)Cc1nn(Cc2ccc(Cl)cc2)c(=O)c2ccccc12	14	-1	12	-1.4	11	-6	1	-4	14
Cn1cccc1CNC1CCCCC1	0	-4	-12	1.1	-3	-15	1	5	8
CCN1C(=O)[C@H]2[C@@H](c3ccc(-c4ccccc4)c(OC)c3)N[C@@](CC(C)C)(C(=O)OC)[C@H]2C1=O	8	1	22	0.1	28	7	-2	8	12
COc1ccccc1C(=O)N/C(=C\c1cn(S(=O)(=O)N(C)C)c2ccccc12)C(=O)NCCN1CCOCC1	3	-3	10	-0.6	-5	-1	7	14	-9
O=C(Nc1cccc(C(F)(F)F)c1)c1ccco1	-10	3	1	-0.4	14	0	3	-9	-3
O=C(O)c1cc(NN=Nc2ccc(Br)cc2)cc([N+](=O)[O-])c1	4	-1	20	1.5	14	4	-1	2	-8
C#CCOC(=O)c1ccccc1C(=O)OCC#C	3	0	-16	0.1	3	-8	-1	1	2

Three entries from above, ordered by molecular weight, smallest number first.
SMILES	CCR6 antagonist	UPR XBP1 act	Mdm2-MdmX inh	UPR CHOP act	tim23-1 inh	CXCR6 inh	APJ agonist	APJ antag	EBI2 antag
Cn1cccc1CNC1CCCCC1	0	-4	-12	1.1	-3	-15	1	5	8
CC(=O)c1ccc(OCCCC(=O)NCCc2ccccc2)cc1	5	-6	-13	1.0	-4	2	0	14	-3
CCOC(=O)Cc1nn(Cc2ccc(Cl)cc2)c(=O)c2ccccc12	14	-1	12	-1.4	11	-6	1	-4	14

Taken from the listing, 14 compounds:
SMILES	CCR6 antagonist	UPR XBP1 act	Mdm2-MdmX inh	UPR CHOP act	tim23-1 inh	CXCR6 inh	APJ agonist	APJ antag	EBI2 antag
COC(=O)[C@H](Cc1ccc(O)cc1)NC(=O)Cn1cnc(C(=O)Nc2ccc(C)c(C)c2)n1	20	5	18	1.4	33	-1	·	·	6
Cc1cccn2c(=O)c3cc(C(=O)NC4CCCC4)sc3nc12	-1	4	-13	2.9	48	14	13	-2	7
O=C(NCC(=O)N(c1ccc(Cl)cc1)C(C(=O)NC1CCCC1)c1cccnc1)c1ccco1 (stereo not given)	8	-2	17	-0.1	2	-1	-3	14	-4
CC1=NN(c2ccccc2)C(=O)/C1=C/C=C/c1ccccc1	11	1	65*	5.0	48	4	-3	0	-2
CC1=NC2(CCCc3c2no[n+]3[O-])N(O)C1(C)C (stereo not given)	-8	0	13	-1.0	-7	-4	-2	8	-4
O=C(NNC(=O)c1ccccc1Cl)c1ccccc1Cl	10	1	6	0.2	9	-9	-1	4	5
CC(=O)c1ccc(OCCCC(=O)NCCc2ccccc2)cc1	5	-6	-13	1.0	-4	2	0	14	-3
CCOC(=O)Cc1nn(Cc2ccc(Cl)cc2)c(=O)c2ccccc12	14	-1	12	-1.4	11	-6	1	-4	14
Cn1cccc1CNC1CCCCC1	0	-4	-12	1.1	-3	-15	1	5	8
CCN1C(=O)[C@H]2[C@@H](c3ccc(-c4ccccc4)c(OC)c3)N[C@@](CC(C)C)(C(=O)OC)[C@H]2C1=O	8	1	22	0.1	28	7	-2	8	12
COc1ccccc1C(=O)N/C(=C\c1cn(S(=O)(=O)N(C)C)c2ccccc12)C(=O)NCCN1CCOCC1	3	-3	10	-0.6	-5	-1	7	14	-9
O=C(Nc1cccc(C(F)(F)F)c1)c1ccco1	-10	3	1	-0.4	14	0	3	-9	-3
O=C(O)c1cc(NN=Nc2ccc(Br)cc2)cc([N+](=O)[O-])c1	4	-1	20	1.5	14	4	-1	2	-8
C#CCOC(=O)c1ccccc1C(=O)OCC#C	3	0	-16	0.1	3	-8	-1	1	2

Compound activity: PubChem BioAssay, Sanford-Burnham Center for Chemical Genomics

Not all compounds are listed. The share of hits here may be higher or lower than overall.
